H1N1 NS1A inhibition – H1N1 influenza NS1A inhibitors, functional cell based assay (AID 504329). 340,000 tested, 0.3% active. inhibition, % at 12.5 µM, or IC50 in µM where a hit was titrated. NS1A functional cell-based assay, percent inhibition; higher % means a stronger effect; in the data active = a potency from the dose series; inconclusive = inhibition above about 27% without an active follow-up result; note: strong numbers were not always called active
inhibitors of VEEV – inhibitors of VEEV TC-83 cytopathic effect, confirmation, Vero cells (AID 588727); Vero cells, VEEV TC-83 cytopathic effect inhibition; higher % means a stronger effect; inhibition, % at 20 µM, or IC50 in µM where a hit was titrated; 350,000 tested, 0.13% active; in the data active = a potency from the dose series; inconclusive = inhibition mostly from about 14% at the one dose, without a potency; inactive = the rest, 99 in 100 with inhibition below about 12%; note: strong numbers were not always called active
M. tuberculosis – growth inhibition of non-replicating M. tuberculosis (AID 488890); Mycobacterium tuberculosis non-replicating, growth inhibition; higher % means a stronger effect; inhibition, % at 25 µM; hits with a dose series show IC50 in µM; 320,000 tested, 0.39% active; in the data active = a potency from the dose series; inconclusive = inhibition mostly from about 82% at the one dose, without a potency; inactive = the rest, 99 in 100 with inhibition below about 76%;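 note: plate controls were DMSO cells for no effect and high antibiotic wells for full effect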
PhoP GFP inhibition – PhoP regulon inhibitors, Salmonella typhi PhoP promoter GFP reporter, confirmatory (AID 1850). Salmonella Typhi PhoP-promoter GFP reporter, fluorescence, 4 h; higher % means a stronger effect. inhibition, % at 50 µM; hits with a dose series show IC50 in µM. 310,000 tested, 0.33% active; in the data active = a potency from the dose series; inconclusive = inhibition mostly from about 25% at the one dose, without a potency; inactive = the rest, 99 in 100 with inhibition below about 19%;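 note: 0% = induced wells with vehicle and 100% = uninduced wells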
H37Rv inhibition – M. tuberculosis growth inhibition, HTS (AID 449762) | 330,000 tested, 0.59% active | M. tuberculosis H37Rv growth inhibition, 7H9 media; higher % means a stronger effect | one-dose inhibition, % at 25 µM; IC50 in µM for titrated hits; in the data active = a potency from the dose series; inconclusive = inhibition above about 70% without an active follow-up result;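 note: bacterial growth assessed after seven days of incubation; strong numbers were not always called active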
inhibitors of VEEV 10K pilot screen – recorded beside inhibitors of VEEV, whose call it bears; inhibition, %; measured here: 10K pilot screen inhibition
Starred values were filed as active, the others as inactive; i = inactive; u = inconclusive; x = not tested or not shown.

SMILES	H1N1 NS1A inhibition	inhibitors of VEEV	M. tuberculosis	PhoP GFP inhibition	H37Rv inhibition	others
Cc1ccc(-c2nc3sc(C(N)=O)c(N)c3c3c2CCCC3)cc1	-19%	7.0%	19%	13%	4%
COc1ccccc1C(=O)NCC(=O)N/N=C/c1cc(Br)ccc1OC(=O)/C=C\c1ccco1	-1%	4.3%	31%	-7%	8%
CCOC(=O)C(=O)NC(C)CCc1ccccc1 (configuration not stated)	-6%	1.8%	32%	-7%	5%
CC1OC(Nc2cccc3ccccc23)C(O)C(O)C1O (configuration not stated)	15%	0.8%	39%	4%	u
CCCCN(C)C(=O)c1cn(CC)c2nc(C)ccc2c1=O	17%	2.5%	-13%	2%	-2%
Cc1ccc(S(=O)(=O)N/N=C/C(C)(C)CO)cc1	5%	3.2%	-1%	2%	4%
COC(=O)c1ccccc1OCCN1CCCCCC1	-6%	0.6%	1%	-2%	7%
CCN(CC)C(=O)Cn1cc(S(=O)(=O)CC(=O)Nc2cc(C)on2)c2ccccc21	-11%	0.4%	-8%	-6%	-4%
O=[N+]([O-])c1ccc(Cl)c(/C=N/Nc2nc(N3CCOCC3)nc(N3CCOCC3)n2)c1	-6%	4.0%	-7%	3%	-5%
O=C(Nc1nnc(SCc2ccc(Cl)cc2)s1)c1ccco1	11%	1.9%	7%	-3%	-12%
O=C(NC(=S)NCCN1CCOCC1)c1ccc(Cl)cc1	-1%	i	10%	3%	9%	inhibitors of VEEV 10K pilot screen=0.1
COc1ccc(/C=C2\SC(=O)N(CC(=O)NNC(=O)c3ccccc3O)C2=O)cc1	-7%	0.7%	-20%	-2%	1%
COc1ncnc2c1oc1nc(C)c3c(c12)CC(C)(C)OC3	x	i	-4%	4%	-8%
CN(CCOC(=O)c1cccc(Br)c1)C(C)(C)C	-23%	i	-1%	-8%	-7%
O=C(CN(CC1CCCO1)C(=O)CNS(=O)(=O)c1ccc(F)cc1)NCC1CCCO1 (configuration not stated)	-7%	0.4%	-17%	17%	-7%
O=C(O)c1cccc(Nc2ccncc2[N+](=O)[O-])c1	-14%	i	-9%	-22%	-2%
CC(C)C(=O)Nc1ccccc1-c1nc2ccccc2[nH]c1=O	-7%	0.5%	36%	23%	0%
COc1cccc(C(CNc2ccc(S(=O)(=O)N3CCN(C)CC3)cc2[N+](=O)[O-])N(C)C)c1 (configuration not stated)	9%	3.1%	x	x	x
Cc1ccc(-n2cc(CN3CCNC(=O)CC3)c(-c3ccc(F)cc3)n2)cc1	-10%	3.9%	22%	4%	3%
CCCN(CC(=O)Nc1ccccc1OC)C(=O)C1=COCCO1	-8%	1.1%	-5%	x	-6%

Molecules listed so far containing bromine, in the order listed:
SMILES	H1N1 NS1A inhibition	inhibitors of VEEV	M. tuberculosis	PhoP GFP inhibition	H37Rv inhibition	others
COc1ccccc1C(=O)NCC(=O)N/N=C/c1cc(Br)ccc1OC(=O)/C=C\c1ccco1	-1%	4.3%	31%	-7%	8%
CN(CCOC(=O)c1cccc(Br)c1)C(C)(C)C	-23%	i	-1%	-8%	-7%

(next part)
SMILES	H1N1 NS1A inhibition	inhibitors of VEEV	M. tuberculosis	PhoP GFP inhibition	H37Rv inhibition	others
N#Cc1c(-c2ccc(C(F)(F)F)cc2)cc(-c2ccccc2)[nH]c1=S	-7%	0.7%	11%	-4%	-4%
Cc1ccc(-c2noc(CSc3ccccc3)n2)cc1	-13%	3.1%	55%	0%	-4%
O=C(C1COc2ccccc2O1)N1CCCCC1 (configuration not stated)	-19%	1.6%	75%	x	-2%
O=C(CN1CCc2ccccc21)NN1CC(=O)N(c2ccccc2)CC1=O	1%	i	0%	6%	8%
Cc1cc([N+](=O)[O-])nn1CC(=O)Nc1cc(F)ccc1F	-6%	0.2%	-1%	7%	9%
O=S(=O)(c1ccccc1)N1CCN(c2ccccc2)CC1	-1%	i	-5%	5%	-8%
CCC(CC)C(=O)Nc1nnc(SCC(=O)NC(C)(C)C)s1	-1%	1.9%	-12%	-1%	-3%
Cc1cc(=O)oc(C)c1C(=O)OCC(=O)c1ccc(Br)cc1	3%	4.1%	73%	-19%	6%
COc1ccc(CCNC(=O)CCCc2ccccc2)cc1OC	-23%	i	x	1%	-3%
O=c1c2ccccc2oc2cc(NCCCn3ccnc3)ccc12	-4%	0.7%	38%	20%	64%
CCOc1ccccc1Nc1nnc(SCC(=O)Nc2ccc3[nH]c(=O)[nH]c3c2)s1	-1%	1.6%	15%	-11%	9%
CC(=O)Nc1nnc(CCN(CCc2nnc(NC(C)=O)s2)[N+](=O)[O-])s1	0%	0.2%	-7%	-19%	5%
Cc1c(NC(=O)Nc2cccs2)cccc1[N+](=O)[O-]	1%	i	10%	9%	-3%
CCCc1ncc(C[n+]2ccccc2C)c(N)n1	-2%	0.1%	4%	-10%	0%
CCc1ccc(Nc2ncnc3nc[nH]c23)cc1	-11%	2.1%	13%	-14%	-4%
Fc1cccc(NC(=S)NCCc2ccccc2)c1	-3%	0.2%	u	-1%	u	inhibitors of VEEV 10K pilot screen=0.1
O=C(Nc1cccc(Cl)c1)Nc1cc(S(=O)(=O)N2CCCCC2)ccc1Cl	3%	9.4%	43%	-3%	4%
CCCCCCC1C(C#N)=C(N)OC2=C1C(=O)CCC2 (configuration not stated)	-4%	2.8%	x	-4%	-3%
CC#CCN(CC#CC)S(=O)(=O)c1ccc(-n2cnnn2)c(OC)c1	4%	i	-8%	-9%	-14%
O=C(NC(=O)c1c(F)cccc1F)O/N=C1\CCCc2occc21	0%	1.6%	0%	-7%	-7%
Cc1cc(C(=O)COC(=O)c2cccn2C)c(C)n1Cc1ccco1	3%	4.9%	14%	-2%	-4%
C#CCOCCOCCOCCNc1nc(N2CCN(C(=O)C([C@@H](C)CC)n3cc(C(N)Cc4ccc(O)cc4)nn3)CC2)nc(N2CCN(C(=O)[C@H](CCC(=O)O)n3cc(C(N)[C@H](C)CC)nn3)CC2)n1 (some centres not stated)	3%	0.0%	-14%	-2%	-9%
CN(c1ccc(OCC(=O)OCC(=O)Nc2cccc([N+](=O)[O-])c2)cc1)S(=O)(=O)c1ccc(F)cc1	-1%	0.8%	4%	-1%	3%
C/C=C/C=C(/NC(=O)c1ccccc1)C(=O)Nc1ccccc1	-12%	i	-6%	-5%	1%
COc1ccc(C(=O)OCC(=O)Nc2ccc([N+](=O)[O-])cc2OC)c(O)c1	-1%	0.2%	14%	-2%	14%
COc1ccc(C(NC(=O)c2c(F)c(F)c(F)c(F)c2F)c2ccccc2)cc1 (configuration not stated)	-2%	6.2%	0%	-4%	1%
COc1cc(/C=N/n2c(C3CCCCC3)n[nH]c2=S)cc(Br)c1O	-3%	3.0%	3%	7%	14%
CC1=C(C#N)C(c2cccnc2)C2=C(N1)c1ccccc1C2=O (configuration not stated)	-8%	1.1%	10%	1%	18%
COc1ccc(C(=O)Nc2ccc(S(=O)(=O)N3CCCCC3C)cc2)c(OC)c1OC (configuration not stated)	2%	3.5%	5%	4%	-2%
COC(=O)C1CCC(=O)N1C(c1ccc(OC)cc1)c1cc(OC)c(OC)c(OC)c1 (configuration not stated)	-8%	8.8%	x	x	x
CC(C)NC(=O)CC(=O)NN=C1CCCCC1	0%	3.1%	8%	0%	-2%
COc1ccc(OC2C(=O)N(c3cc(C)ccc3C)C2c2ccc(OC)c(OC)c2)cc1 (configuration not stated)	0%	0.9%	-10%	7%	4%
COc1cc(NC(=O)COC(=O)/C=C/c2ccccc2Cl)cc(OC)c1	-6%	0.5%	26%	-7%	5%
Cc1ccc2cccc(S(=O)(=O)n3nc(C)cc3C)c2n1	-9%	i	9%	-1%	0%
CC1(C)Cc2cccc(OCC(=O)OCC(=O)NCc3ccccc3)c2O1	5%	1.2%	0%	-7%	1%
NCCCC[C@@H]1NC(=O)[C@H](CCC(=O)O)NC(=O)c2cc([N+](=O)[O-])cc(I)c2NCC[C@@H](C(N)=O)NC1=O	-5%	0.7%	-3%	-7%	-2%
CSc1ccc(CCNS(=O)(=O)c2csc(C(N)=O)c2)cc1	-1%	2.6%	13%	-1%	1%
Cc1cccc(C)c1NC(=O)CSc1nc(-c2ccco2)cc(C(F)(F)F)n1	-2%	i	-6%	-2%	-8%
Cc1cccc(/C=N\NC(=O)c2sccc2-n2cccc2)c1	5%	4.2%	6%	-16%	0%
O=C(Cn1cc(COc2cccc([N+](=O)[O-])c2)nn1)c1ccc(O)cc1	0%	1.7%	x	x	x

Taken from the results shown (four entries):
SMILES	H1N1 NS1A inhibition	inhibitors of VEEV	M. tuberculosis	PhoP GFP inhibition	H37Rv inhibition	others
Cc1ccc(-c2nc3sc(C(N)=O)c(N)c3c3c2CCCC3)cc1	-19%	7.0%	19%	13%	4%
COc1ccccc1C(=O)NCC(=O)N/N=C/c1cc(Br)ccc1OC(=O)/C=C\c1ccco1	-1%	4.3%	31%	-7%	8%
CCOC(=O)C(=O)NC(C)CCc1ccccc1 (configuration not stated)	-6%	1.8%	32%	-7%	5%
CC1OC(Nc2cccc3ccccc23)C(O)C(O)C1O (configuration not stated)	15%	0.8%	39%	4%	u

More records
SMILES	H1N1 NS1A inhibition	inhibitors of VEEV	M. tuberculosis	PhoP GFP inhibition	H37Rv inhibition	others
CCc1cc([N+](=O)[O-])cc(CC)c1N	-11%	7.6%	-2%	5%	3%
CCC(=O)NC(Cc1ccccc1)c1nc2ccccc2[nH]1 (configuration not stated)	-27%	i	2%	-6%	2%
COc1ccc(C(=O)Nc2ccccc2)cc1S(=O)(=O)NCc1ccco1	3%	i	x	15%	4%
O=c1[nH]c2ccccc2n1CCCN1CCC(n2c(=O)[nH]c3cc(Cl)ccc32)CC1	3%	7.1%	-4%	11%	-7%
CC(=O)Nc1cccc(NC(=O)CCNC(=O)c2ccccc2)c1	3%	0.7%	-5%	2%	-5%
C=CCOC(=O)Nc1c(C(=O)OC)[nH]c2ccccc12	6%	1.3%	13%	-12%	1%
CCOC(=O)C1(CCCc2ccccc2)CCN(C(=O)CCc2cnn(C)c2)CC1	-5%	i	20%	-4%	1%
Cc1nn(-c2ccccc2)c(C)c1C(=O)OCc1ccc(C#N)cc1	-1%	4.0%	54%	10%	9%
Cc1ccc(OCc2cc(C(=O)N3CCC(Oc4cccnc4)CC3)no2)cc1C	-7%	i	10%	4%	u
Cc1cccc(-n2cc(CNCCc3nc(C)cc(C)n3)c(-c3cccc(F)c3)n2)c1	0%	0.6%	78%	16%	10%
COc1ccccc1CNC(=O)CCNS(=O)(=O)c1ccc2[nH]c(=O)oc2c1	1%	i	10%	2%	1%
Cc1nn(Cc2ccc(Cl)cc2Cl)c(C)c1NC(=O)CCl	-3%	1.8%	u	9%	70%
CCOC(CCn1c(SCC(=O)Nc2cc(C)on2)nc2ccccc2c1=O)OCC	2%	0.3%	15%	-5%	-4%
O=C1OCCC1Sc1nnc(-c2ccc(Cl)cc2)n1Cc1ccccc1 (configuration not stated)	-7%	1.0%	-5%	-28%	-10%
Cc1cc(C(C)(C)C)oc1C(=O)N(CC(=O)NC1CCCC1)c1cccc(C(F)(F)F)c1	-1%	0.5%	24%	8%	6%
Cc1cc(C(=O)Nc2cccc3c2O[C@@H](CN(C)S(=O)(=O)c2ccccc2)[C@H](C)CN([C@@H](C)CO)C3=O)n(C)n1	4%	3.7%	8%	x	-2%

In the list so far, 3 contain a CF3 group.
SMILES	H1N1 NS1A inhibition	inhibitors of VEEV	M. tuberculosis	PhoP GFP inhibition	H37Rv inhibition	others
N#Cc1c(-c2ccc(C(F)(F)F)cc2)cc(-c2ccccc2)[nH]c1=S	-7%	0.7%	11%	-4%	-4%
Cc1cccc(C)c1NC(=O)CSc1nc(-c2ccco2)cc(C(F)(F)F)n1	-2%	i	-6%	-2%	-8%
Cc1cc(C(C)(C)C)oc1C(=O)N(CC(=O)NC1CCCC1)c1cccc(C(F)(F)F)c1	-1%	0.5%	24%	8%	6%

Bioassay records from PubChem BioAssay.
